Screening data (PubChem)
ERG-DNA inh: blocks human ERG Ets domain binding to DNA. fluorescence polarization, His-ERG Ets domain / labelled DNA. Potency, µM (series often up to 76.9 µM), for inactives: at the highest dose FP activity, negative = inhibition, actives largely listed as inhibitors. actives 0.028% (n = 370,000); active means well fitted inhibition curve with a large enough effect in the polarisation, with a control signal flat; inconclusive means small, poorly fitted or top-dose-only effect, or effect the other way, or a change in a side signal; inactive means no such curve, though single readings can be large or run the other way; the % refers to the polarisation;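 further: polarization taken with two DNA probes labelled with fluorescein and Texas red; potency means the concentration at half of the fitted maximal effect; % of control where 0% means no effect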
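His-tagged ERG Ets domain (1 uM in the protein solution; 300mM KCl, 50mM Tris-HCl, 1mM EDTA, 1mM DTT, pH 7.5) received compound, then a probe mix of 5 nM fluorescein-DNA and 100nM Texas-615-DNA. Fluorescence polarization was read for both dyes.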
Tb PGK inh: T. brucei PGK inhibition; P07378; PGK/GAPDH coupled, Kinase-Glo luminescence, 60 min; Potency, µM (series often up to 57.5 µM), without a hit: top-dose activity change, negative = inhibition, hits mostly inhibitors; actives 0.043% (n = 380,000); AID 602233; further: potency means the concentration at half of the fitted maximal effect; on the % scale 0 is the no-effect control and ±100 the full control effect; nearly all actives have a fitted effect of over 60% in size
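Luminescent ATP detection (Kinase-Glo Plus) follows a 60-minute room-temperature incubation, with wells lacking PGK as controls. Buffer: 100 mM TEA (pH 7.6), 5 mM MgCl2, 0.01% Tween-20. Coupling enzyme GAPDH (100 nM final) supplies unstable 1,3-BPG in-well.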
PI4K2A inh: blocks human PI4K2A kinase activity; Q9BTU6; purified PI4K2A, ADP-Glo luminescence, 1 h; hits give low values; activity change, negative = inhibition, % at 76.9 µM; actives 0.13% (n = 420,000); in the data active means activity change below about -50%; inconclusive means mostly about -30% to -49%;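 further: -100% = wells without enzyme as full effect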
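Compounds are screened against recombinant PI4K2A using PI as substrate and ATP, the latter dispensed at 300 microM. Reactions run one hour at ambient temperature before ADP-Glo detection; full inhibition defined by wells lacking enzyme.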
JMJD2A Tudor inh: inhibitors of human JMJD2A Tudor domain; AlphaScreen JMJD2A-Tudor / H3K4me3 peptide binding; O75164; Potency, µM (titrated, usually from 114 µM), without a hit: at the highest dose activity change, negative = inhibition, hits mostly inhibitors; AID 504339; actives 4.4% (n = 390,000); further: potency means the concentration at half of the fitted maximal effect; on the % scale 0 is the no-effect control and ±100 the full control effect; nearly all actives have a fitted effect of over 50% in size
Pin1 inh: human Pin1 inhibition; Pin1 FP peptide displacement, HiFluor488, 10 min; Q13526; AID 504891; Potency, µM (doses to about 115 µM), for inactives: at the highest dose activity, negative = inhibition, hits mostly inhibitors; actives 0.009% (n = 390,000); active means well fitted inhibition curve with a large enough effect in the polarisation, with a control signal flat, not every such curve was filed as active; inconclusive means small, poorly fitted or top-dose-only effect, or effect the other way, or a change in a side signal; inactive means no such curve, though single readings can be large or run the other way; the % refers to the polarisation; further: potency means the concentration at half of the fitted maximal effect; on the % scale 0 is the no-effect control and ±100 the full control effect
Target sequence (Q13526 whole entry, looked up): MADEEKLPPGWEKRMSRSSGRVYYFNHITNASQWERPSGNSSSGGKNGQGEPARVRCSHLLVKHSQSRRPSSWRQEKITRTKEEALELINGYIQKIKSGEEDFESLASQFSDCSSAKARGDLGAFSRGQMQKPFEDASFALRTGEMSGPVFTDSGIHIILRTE
G9a inh: blocks human histone lysine methyltransferase G9a; Potency, µM (titrated, usually from 102 µM), inactives show at the top dose activity, negative = inhibition, most hits filed as inhibitors; AID 504332; G9a H3K9 monomethylation, AlphaScreen, 2 h; Q96KQ7; actives 8.8% (n = 350,000); further: potency means the concentration at half of the fitted maximal effect; on the % scale 0 is the no-effect control and ±100 the full control effect; nearly all actives have a fitted effect of over 75% in size
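G9a (20 nM) preincubated 15 min RT with compounds, then 500 nM biotinylated H3K9 peptide and 20 uM SAM added; 2 h RT reaction. Monomethyl-H3K9 product detected by AlphaScreen with anti-H3K9me1 antibody, streptavidin donor and anti-rabbit IgG acceptor beads.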
GLS inhibitor: glutaminase GLS (human) inhibition; GLS enzymatic activity, qHTS titration; AID 624170; actives 0.21% (n = 410,000); Potency, µM (highest dose often 45.5 µM), inactives show at the top dose activity change, negative = inhibition, hits mostly inhibitors; further: potency means the concentration at half of the fitted maximal effect; on the % scale 0 is the no-effect control and ±100 the full control effect
Target sequence (O94925 whole entry, looked up): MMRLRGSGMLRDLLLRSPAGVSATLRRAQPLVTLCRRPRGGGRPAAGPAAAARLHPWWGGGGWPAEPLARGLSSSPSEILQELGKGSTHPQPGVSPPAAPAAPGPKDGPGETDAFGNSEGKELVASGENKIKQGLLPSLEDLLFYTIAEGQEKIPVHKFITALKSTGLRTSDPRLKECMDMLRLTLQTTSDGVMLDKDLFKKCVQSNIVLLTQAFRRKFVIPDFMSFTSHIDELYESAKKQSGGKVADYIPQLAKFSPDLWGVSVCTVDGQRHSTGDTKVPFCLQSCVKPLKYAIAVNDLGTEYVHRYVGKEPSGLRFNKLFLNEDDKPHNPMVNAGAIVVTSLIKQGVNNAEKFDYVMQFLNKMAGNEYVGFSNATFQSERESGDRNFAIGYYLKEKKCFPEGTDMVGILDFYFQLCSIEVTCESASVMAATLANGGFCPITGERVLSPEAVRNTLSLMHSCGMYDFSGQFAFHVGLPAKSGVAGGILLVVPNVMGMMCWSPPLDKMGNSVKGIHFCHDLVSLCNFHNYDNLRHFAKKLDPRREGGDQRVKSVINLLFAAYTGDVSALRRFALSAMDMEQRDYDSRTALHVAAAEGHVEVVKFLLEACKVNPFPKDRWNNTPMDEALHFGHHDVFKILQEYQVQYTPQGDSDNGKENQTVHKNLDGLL
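Enzyme dispensed in phosphate buffer (45 mM, pH 8.2, 0.02% Tween-20), compounds pinned in, then 1 mM L-glutamine solution and the glutamate oxidase–HRP–Amplex Red mix added; fluorescence read immediately and again after 30 min at room temperature.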
BAZ2B inh: blocks human BAZ2B; Q9UIF8; Potency, µM (titrated, usually from 114 µM), for inactives: at the top dose activity change, negative = inhibition, most hits filed as inhibitors; actives 4.4% (n = 360,000); AID 504333; AlphaScreen BAZ2B-H3K14Ac peptide displacement; further: potency means the concentration at half of the fitted maximal effect; on the % scale 0 is the no-effect control and ±100 the full control effect; nearly all actives have a fitted effect of over 60% in size
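Compounds, titrated to a top concentration of 110 uM, were incubated 30 min at room temperature with preformed BAZ2B/acetyl-K14 H3 peptide complex (50 nM each). Proximity signal was measured by AlphaScreen after 20 min with beads.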
HP1b binding inh: blocks HP1-beta chromodomain binding to methylated histone tails; Potency, µM (series often up to 114 µM), for inactives: at the top dose activity change, negative = inhibition, actives largely listed as inhibitors; actives 0.56% (n = 390,000); AID 540317; AlphaScreen HP1-beta / biotin-H3K9me3 peptide binding; P83916; further: potency means the concentration at half of the fitted maximal effect; nearly all actives have a fitted effect of over 70% in size; inactives centre near 23
Target sequence (P83916 whole entry, looked up): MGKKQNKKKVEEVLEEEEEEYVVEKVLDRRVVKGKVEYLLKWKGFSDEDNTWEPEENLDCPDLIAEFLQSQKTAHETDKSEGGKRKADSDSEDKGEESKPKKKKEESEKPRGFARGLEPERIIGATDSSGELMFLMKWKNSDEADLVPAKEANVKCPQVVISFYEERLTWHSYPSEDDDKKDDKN
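Compound inhibition of the preformed complex between 50 nM HP1-beta and 50 nM biotinylated H3K9me3 peptide was read by AlphaScreen. Buffer was PBS pH 7.4 with 0.01% Tween-20. Incubations ran 30 min at room temperature, with 10 ug/mL donor/acceptor beads.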
Starred values were filed as active, the others as inactive; i = inactive; ? = inconclusive; . = no result given; [ ] = dose if it differs, or a comment. Unless noted, the call rests on the fitted dose curve; in most records, active means well fitted curve in the direction sought with a large enough effect; inconclusive means small, poorly fitted or top-dose-only effect, or another doubt; inactive means no such curve, though single readings can be large; an effect the other way counts as inactive or inconclusive.

Each structure is followed by: ERG-DNA inh | Tb PGK inh | PI4K2A inh | JMJD2A Tudor inh | Pin1 inh | G9a inh | GLS inhibitor | BAZ2B inh | HP1b binding inh
CCCCn1nnnc1NCc1cc(OC)c(OC)c(OC)c1
  -2% | 4% | 6 | -9% | -1% | -4% | 2% | 0% | 26%
CC(C)=C1SC(N2CCN(c3ccc(Cl)cc3)CC2)=NC1=O
  5%[15.4 µM] | -2% | 2 | -8% | 12% | -8%[59 µM] | 6% | -19% | 4%
COC(=O)COc1ccc(NC(=O)c2ccco2)cc1
  5% | i | -2 | -10% | -11% | . | -7% | 8% | -2%
CC(=O)Nc1cc(NC(=O)CCCC(=O)O)ccc1Cl
  -6% | -3% | -8 | -5%[11.4 µM] | -3% | 21%[59 µM] | 4% | -5% | 48%[activator]
COCCCNC(=O)c1ccc(CS(=O)(=O)Cc2cccc(C)c2)o1
  6% | -9% | -22 | -15% | 8% | -4%[2.33 µM] | -1% | 6% | 17%
CCC(C)n1c(C)nc2c(c1=O)c1nc3ccccc3nc1n2CCC1=CCCCC1 (stereo unspecified)
  -10% | -4% | 1 | 5% | 3% | -2% | . | 9% | 14%
COC(=O)COn1c(SCC(=O)OC)nc2ccccc2c1=O
  6% | i | 1 | -18%[11.4 µM] | 1% | 2%[12.7 µM] | -22% | -4% | 65%[activator]
CSCC[C@H](NC(=O)N1CCn2c1nc1ccccc12)C(=O)N[C@H](Cc1ccccc1)C(=O)O
  4% | i | -3 | ? | ? | -4%[12.7 µM] | 12% | ? | 21%
CSCCC(NC(=O)COc1ccccc1)C(=O)OCc1ccc([N+](=O)[O-])cc1 (stereo unspecified)
  -12% | -2% | 0 | ? | 0% | -19%[59 µM] | 7% | -35% | -29%
O=C(Cn1cc(-c2nnnn2-c2ccc(Cl)cc2)c(=O)c2ccccc21)c1ccccc1
  1% | -4% | 1 | -15% | 8% | -7%[59 µM] | 5% | -8% | 19%

Each structure is followed by: ERG-DNA inh | Tb PGK inh | PI4K2A inh | JMJD2A Tudor inh | Pin1 inh | G9a inh | GLS inhibitor | BAZ2B inh | HP1b binding inh
COc1cc(C(=O)COC(=O)c2c(C)noc2C)cc(OC)c1OC
  -2% | 1% | 0 | -8% | 7% | . | -6% | . | 31%
COC(=O)c1ccc(S(=O)(=O)N2Cc3ccccc3C2)cc1
  1% | 1% | 5 | -14%[11.4 µM] | 4% | 4% | 0% | -1% | 46%[activator]
COc1ccc(-c2nnnn2C(C)C)cc1
  -1% | -5% | -3 | -16% | 4% | -1% | 4% | -38% | 0%
CCCCCNC(=O)c1ccc2c(=O)n(CCCOCC)c(=S)[nH]c2c1
  5% | i | -1 | -18% | 5% | 1%[59 µM] | 8% | -13% | 37%
Cc1nc2ccccc2c2oc(C(=O)NCc3ccc4c(c3)OCO4)cc12
  -6% | -7% | -4 | -8% | 3% | 7%[0.501 µM] | -2% | -7% | 26%
CCOCCCNC(=O)CN1C(=O)COc2ccc(S(=O)(=O)N3CC(C)CC(C)C3)cc21 (stereo unspecified)
  0% | 3% | -13 | -9% | 11% | 38%[activator] | -1% | 3% | 54%[activator]
O=C(NCCN1CCOCC1)C12CC3CC(C1)CC(c1ccccc1)(C3)C2
  -3% | -3% | -2 | -11% | 5% | ? | -2% | -18% | 21%
Cc1ccc(C(=O)Oc2coc(CSc3nnc(NC(=O)c4cccs4)s3)cc2=O)cc1
  -5% | -6% | 1 | -36% | 62%[activator] | 13µM* | -2% | -37% | 30%
CC(=O)Nc1ccc(NC(=O)c2ccc(COc3ccccc3Br)o2)cc1
  29% | i | -2 | -9% | -2% | 3% | 4% | 7% | 14%
Cc1ccc(-n2nc(C)c(C(=O)NCCCN3CCN(c4ccccc4F)CC3)c2-n2cccc2)cc1
  0% | i | 5 | ? | 2% | -28%[59 µM] | 5% | ? | 7%

Compound profiles (already shown). Values in the order: ERG-DNA inh | Tb PGK inh | PI4K2A inh | JMJD2A Tudor inh | Pin1 inh | G9a inh | GLS inhibitor | BAZ2B inh | HP1b binding inh
Cc1ccc(C(=O)Oc2coc(CSc3nnc(NC(=O)c4cccs4)s3)cc2=O)cc1 is listed as -5% | -6% | 1 | -36% | 62%[activator] | 13µM* | -2% | -37% | 30%
Cc1ccc(-n2nc(C)c(C(=O)NCCCN3CCN(c4ccccc4F)CC3)c2-n2cccc2)cc1 is listed as 0% | i | 5 | ? | 2% | -28%[59 µM] | 5% | ? | 7%
COc1ccc(-c2nnnn2C(C)C)cc1 is listed as -1% | -5% | -3 | -16% | 4% | -1% | 4% | -38% | 0%
O=C(NCCN1CCOCC1)C12CC3CC(C1)CC(c1ccccc1)(C3)C2 is listed as -3% | -3% | -2 | -11% | 5% | ? | -2% | -18% | 21%
CC(=O)Nc1ccc(NC(=O)c2ccc(COc3ccccc3Br)o2)cc1 is listed as 29% | i | -2 | -9% | -2% | 3% | 4% | 7% | 14%

(further entries)
Each structure is followed by: ERG-DNA inh | Tb PGK inh | PI4K2A inh | JMJD2A Tudor inh | Pin1 inh | G9a inh | GLS inhibitor | BAZ2B inh | HP1b binding inh
CCC(Oc1ccccc1)C(=O)Nc1ccc(S(=O)(=O)NCC2CCCO2)cc1 (stereo unspecified)
  -1% | 7% | -2 | -3% | -9% | -2% | 4% | -3% | 30%
Cc1ccc(NC(=O)CN(C)S(=O)(=O)c2ccc3nc(C)sc3c2)c(C)c1
  -3% | . | 4 | 4% | 3% | 13%[59 µM] | 4% | 5% | 40%[activator]
CN(C)S(=O)(=O)c1cc(NC(=O)Cn2ccsc2=N)ccc1Cl
  -2% | 0% | -1 | -1% | 2% | 1% | -5% | -3% | 34%
COc1ccc(C(c2nnnn2C(C)(C)C)N2CCN(C(=O)c3ccco3)CC2)cc1 (stereo unspecified)
  16% | -2% | 1 | 1% | -1% | 27% | -10% | -9% | 9%
Nc1c(N2CCCC2)c2ccccc2oc1=O
  8% | 2% | 6 | -15% | -2% | -23% | 0% | -33% | 25%
O=C(Cn1c(=O)n(Cc2nc(-c3ccccc3)no2)c(=O)c2ccccc21)Nc1cccc(C(F)(F)F)c1
  2% | -6% | 1 | 1% | 5% | ? | -12% | -12% | 36%
CCOc1ccc(C(=O)Nc2ccc(NC(=O)c3cccs3)cc2)cc1[N+](=O)[O-]
  -2% | -2% | 2 | -19% | 5% | -8%[59 µM] | -2% | 14% | 14%
CCCCN1CCC(COC(=O)c2cc(Cl)c(N)c3c2OCCO3)CC1
  -12% | -3% | -3 | -1% | 8% | ? | -1% | 5% | 25%
CCCN(CCC)CCNC(=O)C(NS(=O)(=O)c1ccc2c(c1)CCC(=O)N2)c1ccccc1 (stereo unspecified)
  2% | 2% | 3 | -11% | 4% | -5%[59 µM] | 14% | -1% | 42%
Cc1c(C(=O)N2CCNCC2)oc2ccccc12
  -4% | -4% | 4 | -11% | -4% | 0% | 4% | 0% | 71%[activator]

Each structure is followed by: ERG-DNA inh | Tb PGK inh | PI4K2A inh | JMJD2A Tudor inh | Pin1 inh | G9a inh | GLS inhibitor | BAZ2B inh | HP1b binding inh
CSc1ccc(/C=N/NC(=O)c2cccs2)cc1
  3% | i | -4 | -3% | -2% | . | -2% | -1% | 53%[activator]
Cc1cccc2c(N=O)c(O)n(CCc3ccccc3)c12
  13% | -9% | -3 | -28% | -2% | -4% | 7% | -29% | 20%
Cc1ccc2c(c1)C1CN(C)CCC1N2CC(=O)N(C)c1ccccc1 (stereo unspecified)
  . | -7% | 0 | -24% | -1% | ? | 13% | 3% | 13%
O=C(c1ccccc1)c1c[nH]c(C(=O)NCCCN2CCOCC2)c1
  3% | -7% | -2 | 7% | -3% | . | . | 3% | 24%
CC1(C(=O)N2CC3(CC(c4cccc(NC(=O)CC(c5ccccc5)c5ccccc5)c4)=NO3)C[C@@H]2C(N)=O)CC1 (stereo partly specified)
  6% | -6% | 17 | -23% | 5% | 1%[59 µM] | 7% | 11% | 19%
Cc1cc(Cl)c(C)c(S(=O)(=O)N2CCN(CC(=O)N3CCOCC3)CC2)c1Cl
  -11% | -8% | 0 | -8% | -12% | -26%[59 µM] | 6% | 0% | 21%
CN(C)S(=O)(=O)N(CC(=O)Nc1cccc(F)c1)c1ccccc1
  3% | -3% | 0 | -29% | -3% | 3% | 1% | ? | 19%
Cc1cccc(C(=O)NCCNc2nc3cc(C)c(C)cc3cc2C)c1
  ? | i | 2 | -7% | ? | -2% | -5% | -22% | 42%[activator]
Cc1ccc(NC(=O)CCn2c(=S)oc3ccccc32)cc1F
  4% | -2% | 0 | -9% | -2% | 4% | -3% | 2% | 29%
CCCCn1c(-c2ccc(Br)cc2F)nc2c1c(=O)[nH]c(=O)n2CC(C)C
  0% | -5% | -3 | -32% | 5% | -4% | 2% | ? | ?
CC(=O)C1CCN(Cc2ccccc2)CC1
  ? | -3% | -8 | 23%[11.4 µM] | -2% | 14% | -15% | -5% | 7%
COc1cccc(C(=O)NCCCc2ccccc2)c1OC
  -3% | 14% | -1 | -20% | 1% | . | 5% | . | -15%[57 µM]
O=C(N[C@@H](CO)C(=O)NCc1ccccc1)c1ccc(C(F)(F)F)cc1
  9% | -9% | 2 | -17% | 2% | -3% | 0% | -25% | ?
